GPR55 activation: GPR55 agonists via beta-arrestin recruitment, primary screen, imaging, U2OS cells, beta-arrestin-GFP redistribution (AID 1961); 290,000 tested, 0.048% active; activation, % at 10 µM, or EC50 in µM where a hit was titrated; U2OS GPR55 beta-arrestin-GFP redistribution imaging; higher % means a stronger effect;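 active = activation above 40% with more than 50 cells counted in the well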;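 note: U2OS osteosarcoma cells stably expressing GPR55 and beta-arrestin-GFP; plate controls were DMSO negative control for no effect and LPI positive control for full effect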
NTR1 ag: NTR1-driven beta-arrestin-GFP spot formation – imaging, U2OS cells, high content, primary screen (AID 493036) | P30989 | agonist mode | activation, % at 20 µM | 330,000 tested, 0.17% active;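 active = activation at or above 40% of the spot to cytoplasm intensity ratio, with at least 20 cells analyzed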;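 note: 0% = DMSO without peptide and 100% = 100 nM NTR1 peptide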
Target sequence (P30989 whole entry, looked up): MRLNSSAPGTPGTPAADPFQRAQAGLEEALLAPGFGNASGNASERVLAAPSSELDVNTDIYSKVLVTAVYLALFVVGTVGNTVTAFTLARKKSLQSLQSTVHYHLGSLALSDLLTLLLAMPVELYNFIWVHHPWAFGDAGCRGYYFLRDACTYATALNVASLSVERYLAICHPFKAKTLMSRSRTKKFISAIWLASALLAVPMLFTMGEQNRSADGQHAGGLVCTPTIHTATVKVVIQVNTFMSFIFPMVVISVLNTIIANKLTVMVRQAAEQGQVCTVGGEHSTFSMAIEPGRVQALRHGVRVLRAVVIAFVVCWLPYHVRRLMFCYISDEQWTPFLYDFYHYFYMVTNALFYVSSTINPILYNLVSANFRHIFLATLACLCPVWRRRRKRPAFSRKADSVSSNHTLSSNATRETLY
Dengue-2 NS5 capping: flavivirus cap methylation enzyme inhibition – biochemical, confirmation dose response, primary screen (AID 588689); 340,000 tested, 0.3% active; Dengue-2 NS5 methyltransferase capping enzyme assay, biochemical; higher % means a stronger effect; inhibition, % at 25 µM; hits with a dose series show IC50 in µM; in the data active = a potency from the dose series
AID2073: disruptors of CaV2.2 binding to Mint1 – biochemical, HTRF (AID 2073); HTRF protein-protein interaction, Mint1-CaV2.2; higher % means a stronger effect; inhibition, % at 20 µM, or IC50 in µM where a hit was titrated; 290,000 tested, 0.19% active; in the data active = inhibition mostly above about 51%, no sharp cut-off; note: some results filed as inactive read as strong as hits
GPR55 antagonists: inhibition of LPI-stimulated GPR55 beta-arrestin translocation – imaging, U2OS, beta-arrestin-GFP, LPI agonist, primary screen (AID 2013); 290,000 tested, 0.13% active; one-dose inhibition, % at 10 µM; IC50 in µM for titrated hits; U2OS GPR55 beta-arrestin-GFP translocation imaging, LPI antagonism; higher % means a stronger effect;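 active = spots per cell inhibited over 60%, with over 100 cells counted and total cytoplasm intensity under 500,000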;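 note: U2OS cells stably carrying GPR55 and arrestin-GFP stimulated by 5 µM LPI near EC80; imaged beta-arrestin-GFP aggregate spots per cell after agonist stimulation; plate controls were LPI-stimulated DMSO wells for no effect and DMSO wells without LPI for full effect; some results filed as inactive read as strong as hits; confirmed hits need IC50 under 10 µM and bright autofluorescent wells are also inconclusive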
GPR35 arrestin U2OS: inhibition of zaprinast-stimulated GPR35 beta-arrestin translocation – imaging, U2OS, beta-arrestin-GFP, zaprinast agonist, primary screen (AID 2058). 290,000 tested, 0.052% active. U2OS GPR35 beta-arrestin-GFP translocation imaging, zaprinast antagonism; higher % means a stronger effect. inhibition, % at 10 µM; hits with a dose series show IC50 in µM;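 active = inhibition of at least 50% with at least 30 cells and total cytoplasm GFP at most 10,000,000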
SIAH1 antagonists: blockers of Siah-1 interaction with plectin peptide – biochemical, fluorescence polarization, rhodamine-plectin, uHTS, primary screen (AID 1817). 290,000 tested, 0.02% active. Siah-1 / rhodamine-plectin peptide fluorescence polarization; higher % means a stronger effect. displacement, % at 20 µM, or IC50 in µM where a hit was titrated;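 active = displacement of at least 50% at 20 µM, with a fluorescence ratio check between 0.3 and a set limit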;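 note: plate controls were Siah plus tracer with DMSO for no effect and tracer alone without Siah for full effect; strong numbers were not always called active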
HIV peptide binding: inhibitors of HIV fusion peptide binding, primary screen, biochemical, uHTS, fluorescence dequenching (AID 1986); inhibition, % at 20 µM, or IC50 in µM where a hit was titrated; 290,000 tested, 0.3% active; cell-free peptide binding, fluorescence dequenching, 30 min; higher % means a stronger effect; in the data active = inhibition mostly above about 52%, no sharp cut-off; inactive = mostly below about 76%; note: some results filed as inactive read as strong as hits
K1F lysis inhibition: protection from phage-mediated lysis, alamar blue read-out – E. coli UTI89, K1F phage, bacterial capsule biogenesis inhibitors (AID 488966). E. coli UTI89 K1F phage lysis, alamar blue, 2 h; higher % means a stronger effect. inhibition, % at 100 µM; hits with a dose series show IC50 in µM. 340,000 tested, 0.02% active;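 active = phage lysis inhibition, versus mean bacterial control, above a set limit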;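 note: capsule biogenesis inhibitors block K1F phage lysis so surviving cells raise fluorescence; higher fluorescence means more inhibition of phage lysis; actives were called in the ten point dose series up to 300 µM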
NTR1 ag cell count 20 µM: second read-out of NTR1 ag, no call of its own (marks repeat the call); cell count; measured here: cell count, cytotoxicity flag
Dengue-2 NS5 capping pilot replicate: further read-out of Dengue-2 NS5 capping, marked with its call; inhibition, %; measured here: pilot screen replicate inhibition
Active calls of the source: *; [ ] = remark or other dose.

How did COc1ccc(Nc2oc(-c3ccco3)nc2S(=O)(=O)c2ccc(F)cc2)cc1 do in these assays?
GPR55 activation: 0.1%; NTR1 ag: 0.6; Dengue-2 NS5 capping: -6%; AID2073: 0%; GPR55 antagonists: 3%; GPR35 arrestin U2OS: 3%; SIAH1 antagonists: 2%; HIV peptide binding: -1.5%; K1F lysis inhibition: 0.4%; NTR1 ag cell count 20 µM: 87

How did Cc1nc2ccccn2c1C(=O)NN=C1CCCC1 do in these assays?
GPR55 activation: 0.7%; NTR1 ag: -0.2; Dengue-2 NS5 capping: 0%; AID2073: 1%; GPR55 antagonists: 6%; GPR35 arrestin U2OS: 18%; SIAH1 antagonists: -1%; HIV peptide binding: -0.9%; K1F lysis inhibition: -1.1%; NTR1 ag cell count 20 µM: 63

How did COc1cccc(-c2cn(-c3cccc(C(F)(F)F)c3)c(=S)[nH]2)c1 do in these assays?
GPR55 activation: -0.1%; Dengue-2 NS5 capping: -9%; AID2073: -26%; GPR55 antagonists: 8%; GPR35 arrestin U2OS: -11%; SIAH1 antagonists: -3%; HIV peptide binding: -0.3%; K1F lysis inhibition: -2.0%[50 µM]

Results for O=C(Nc1cccc(-c2nnc(-c3ccccc3)o2)c1)c1ccco1 ?
GPR55 activation: -0.2%; NTR1 ag: 5.6; Dengue-2 NS5 capping: -3%; AID2073: -12%; GPR55 antagonists: -11%; GPR35 arrestin U2OS: 4%; SIAH1 antagonists: 4%; HIV peptide binding: -1.6%; K1F lysis inhibition: 0.3%; NTR1 ag cell count 20 µM: 32

Results for Cc1cc(N2C(=O)C(O)=C(C(=O)c3ccco3)C2c2cccnc2)no1 (configuration not stated) ?
GPR55 activation: -0.1%; NTR1 ag: 0.6; AID2073: 5%; GPR55 antagonists: 7%; GPR35 arrestin U2OS: 1%; SIAH1 antagonists: 0%; HIV peptide binding: 5.1%; NTR1 ag cell count 20 µM: 55

Results for O=C(O)c1ccc(NC(=O)c2cccc(S(=O)(=O)Nc3ccc(C(=O)O)cc3)c2)cc1 ?
GPR55 activation: -0.1%; NTR1 ag: 0.1; Dengue-2 NS5 capping: 0%; AID2073: 8%; GPR55 antagonists: 6%; GPR35 arrestin U2OS: -3%; SIAH1 antagonists: -8%; HIV peptide binding: 0.6%; K1F lysis inhibition: 0.2%; NTR1 ag cell count 20 µM: 59; Dengue-2 NS5 capping pilot replicate: -0.3

What do the screens show for `CSC(=NC#N)N1CCN(c2cccc(Cl)c2)CC1`?
GPR55 activation: -0.1%; NTR1 ag: -2.4; Dengue-2 NS5 capping: -12%; AID2073: 15%; GPR55 antagonists: -4%; GPR35 arrestin U2OS: 4%; SIAH1 antagonists: 0%; HIV peptide binding: 0.4%; K1F lysis inhibition: 0.0%; NTR1 ag cell count 20 µM: 98

What do the screens show for `COC(=O)C1=C(C)N(Cc2ccccc2)C(=NCCCCO)N[C@H]1c1ccccc1`?
GPR55 activation: 0.0%; NTR1 ag: 1.0; AID2073: -2%; GPR55 antagonists: -6%; GPR35 arrestin U2OS: -1%; SIAH1 antagonists: -1%; HIV peptide binding: 5.5%; NTR1 ag cell count 20 µM: 58

What do the screens show for `Cc1nn(-c2nc3ccccc3s2)c(N)c1-c1ccc(Cl)cc1`?
GPR55 activation: 0.1%; NTR1 ag: 2.4; Dengue-2 NS5 capping: -8%; AID2073: 12%; GPR55 antagonists: -2%; GPR35 arrestin U2OS: 6%; SIAH1 antagonists: -1%; HIV peptide binding: 0.3%; K1F lysis inhibition: 1.9%; NTR1 ag cell count 20 µM: 45

How did O=C(Nc1ccc(Br)cc1)c1cccc(N2C(=O)C3C4C=CC(C4)C3C2=O)c1 (configuration not stated) do in these assays?
GPR55 activation: -0.2%; NTR1 ag: 0.0; Dengue-2 NS5 capping: -1%; AID2073: 2%; GPR55 antagonists: -5%; GPR35 arrestin U2OS: -5%; SIAH1 antagonists: 15%; HIV peptide binding: 2.2%; K1F lysis inhibition: 1.0%; NTR1 ag cell count 20 µM: 64

How did COc1cc2[nH]c(=S)n(Cc3ccc(C)cc3)c(=O)c2cc1OC do in these assays?
GPR55 activation: 1.3%; NTR1 ag: 1.1; Dengue-2 NS5 capping: -8%; AID2073: -2%; GPR55 antagonists: 28%; GPR35 arrestin U2OS: 0%; SIAH1 antagonists: 11%; HIV peptide binding: -1.5%; K1F lysis inhibition: 0.3%; NTR1 ag cell count 20 µM: 46

What do the screens show for `NC(=O)c1ccc(NCC2COc3ccccc3O2)c([N+](=O)[O-])c1` (configuration not stated)?
GPR55 activation: -0.2%; NTR1 ag: 1.7; Dengue-2 NS5 capping: 3%; AID2073: 13%; GPR55 antagonists: 1%; GPR35 arrestin U2OS: 2%; SIAH1 antagonists: 6%; HIV peptide binding: -0.2%; K1F lysis inhibition: 0.8%; NTR1 ag cell count 20 µM: 31

What do the screens show for `C=CCn1c(SCC(=O)Nc2cc(C)ccc2C)nnc1-c1cnccn1`?
GPR55 activation: 0.3%; NTR1 ag: -1.7; Dengue-2 NS5 capping: 0%; AID2073: -4%; GPR55 antagonists: 13%; GPR35 arrestin U2OS: 7%; SIAH1 antagonists: 2%; HIV peptide binding: -0.1%; K1F lysis inhibition: 0.2%; NTR1 ag cell count 20 µM: 87

How did Cc1cc(C(=O)CSc2nnnn2-c2ccccc2)c(C)n1CC1CCCO1 (configuration not stated) do in these assays?
GPR55 activation: 0.3%; NTR1 ag: 5.0; Dengue-2 NS5 capping: -2%; AID2073: 3%; GPR55 antagonists: 1%; GPR35 arrestin U2OS: 12%; SIAH1 antagonists: -3%; HIV peptide binding: -2.2%; K1F lysis inhibition: 0.5%; NTR1 ag cell count 20 µM: 89

How did CN1CCN(c2ccccc2NC(=O)c2cccc([N+](=O)[O-])c2)CC1 do in these assays?
GPR55 activation: -0.1%; NTR1 ag: -1.6; Dengue-2 NS5 capping: -3%; AID2073: 7%; GPR55 antagonists: 14%; GPR35 arrestin U2OS: -12%; SIAH1 antagonists: 1%; HIV peptide binding: 0.4%; K1F lysis inhibition: 0.4%; NTR1 ag cell count 20 µM: 71

How did CC(=O)O/N=C/c1c(Cl)n(C)c2ccccc12 do in these assays?
GPR55 activation: -0.3%; NTR1 ag: 1.2; Dengue-2 NS5 capping: -6%; AID2073: -10%; GPR55 antagonists: 13%; GPR35 arrestin U2OS: 18%; SIAH1 antagonists: 3%; HIV peptide binding: 1.1%; K1F lysis inhibition: 1.3%; NTR1 ag cell count 20 µM: 42

Results for CCC1CCc2c(sc(NC(=O)C3c4ccccc4Oc4ccccc43)c2C(N)=O)C1 (configuration not stated) ?
GPR55 activation: 0.1%; NTR1 ag: 9.2; Dengue-2 NS5 capping: -9%; AID2073: 9%; GPR55 antagonists: 0%; GPR35 arrestin U2OS: -6%; SIAH1 antagonists: 1%; HIV peptide binding: 0.2%; K1F lysis inhibition: 1.7%[50 µM]; NTR1 ag cell count 20 µM: 78

How did CCn1nnc(-c2ccccc2NC(=O)c2cccc(-n3cnnn3)c2)n1 do in these assays?
GPR55 activation: -0.2%; NTR1 ag: -0.2; Dengue-2 NS5 capping: 0%; AID2073: 6%; GPR55 antagonists: -4%; GPR35 arrestin U2OS: 7%; SIAH1 antagonists: -7%; HIV peptide binding: -0.8%; K1F lysis inhibition: 0.2%; NTR1 ag cell count 20 µM: 51

Results for CCN(c1ccccc1)S(=O)(=O)c1cc(C(=O)Nc2ccc(F)c(F)c2)ccc1F ?
GPR55 activation: -0.2%; NTR1 ag: 15; Dengue-2 NS5 capping: -4%; AID2073: 2%; GPR55 antagonists: 19%; GPR35 arrestin U2OS: -4%; SIAH1 antagonists: 6%; HIV peptide binding: -1.1%; K1F lysis inhibition: 5.0%; NTR1 ag cell count 20 µM: 51

What do the screens show for `CC(C)C[C@H]1CN=C(Nc2ccccc2)N1CCC1CCCC1`?
GPR55 activation: -0.2%; NTR1 ag: 11; Dengue-2 NS5 capping: -1%; AID2073: 2%; GPR55 antagonists: -1%; GPR35 arrestin U2OS: 13%; SIAH1 antagonists: 6%; HIV peptide binding: -0.8%; K1F lysis inhibition: 0.5%; NTR1 ag cell count 20 µM: 93

Results for CNC(=S)N(C)c1ccccc1 ?
GPR55 activation: 0.1%; NTR1 ag: -1.7; Dengue-2 NS5 capping: -5%; AID2073: 0%; GPR55 antagonists: -5%; GPR35 arrestin U2OS: 13%; SIAH1 antagonists: -9%; HIV peptide binding: -1.0%; K1F lysis inhibition: -0.1%; NTR1 ag cell count 20 µM: 74

Results for O=C(O)CCn1c(=O)[nH]c2ccccc2c1=O ?
GPR55 activation: -0.1%; NTR1 ag: 1.6; Dengue-2 NS5 capping: -2%; AID2073: 4%; GPR55 antagonists: 17%; GPR35 arrestin U2OS: 14%; SIAH1 antagonists: -6%; HIV peptide binding: -1.0%; K1F lysis inhibition: 0.6%; NTR1 ag cell count 20 µM: 96

What do the screens show for `COc1ccc(-c2noc(C3CCCN(C(=O)c4ccccc4C)C3)n2)cc1` (configuration not stated)?
GPR55 activation: -0.1%; NTR1 ag: 4.1; Dengue-2 NS5 capping: -17%; AID2073: -3%; GPR55 antagonists: -2%; GPR35 arrestin U2OS: -7%; SIAH1 antagonists: 8%; HIV peptide binding: 2.9%; K1F lysis inhibition: -0.4%; NTR1 ag cell count 20 µM: 49

Results for Cc1cc(=O)oc2c3c(cc(OCC(=O)NCc4ccco4)c12)OC(C)(C)CC3 ?
GPR55 activation: -0.1%; NTR1 ag: 1.9; Dengue-2 NS5 capping: 3%; AID2073: 28%; GPR55 antagonists: 7%; GPR35 arrestin U2OS: 3%; SIAH1 antagonists: 1%; HIV peptide binding: -0.5%; K1F lysis inhibition: -0.4%; NTR1 ag cell count 20 µM: 92

How did CC(C)(C)[C@H]1C=C(C(=O)N2CCN(Cc3ccc4c(c3)OCO4)CC2)O[C@@H](OCc2ccc(CO)cc2)C1 do in these assays?
GPR55 activation: 0.5%; NTR1 ag: 4.6; Dengue-2 NS5 capping: 1%; AID2073: -1%; GPR55 antagonists: -6%; GPR35 arrestin U2OS: -20%; SIAH1 antagonists: -5%; HIV peptide binding: 0.5%; K1F lysis inhibition: 1.2%; NTR1 ag cell count 20 µM: 110
